ARNT TACC3 PPI – disruptors of human ARNT/TACC3 interaction; inhibition, % at 9.99 µM; AlphaScreen His-ARNT PAS-B/GST-TACC3 binding, luminescence; TACC3 fragment carries E629A point mutation; Q9Y6A5; 390,000 compounds, 0.66% hits; AID 623870;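 active = mean inhibition of replicates at least 50% and at least half of replicates each reaching 50%; inconclusive = half or more replicates reach 50% but mean below 50%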;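 also: 0% = complete ARNT plus TACC3 wells and 100% = ARNT alone without TACC3; many hits fall short of the cut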
ERp5 block – ERp5 (human) disulfide isomerase inhibition; Q15084; ERp5 insulin aggregation, absorbance 650 nm, 90 min; inhibition, % at 9.99 µM; 350,000 compounds, 0.05% hits;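 active = mean replicate inhibition above about 25%, with every replicate also reaching it, limit read from the data, passing the limit was not always enough; inconclusive = only one of those two criteria met; inactive = neither criterion met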
Target sequence (Q15084 whole entry, looked up): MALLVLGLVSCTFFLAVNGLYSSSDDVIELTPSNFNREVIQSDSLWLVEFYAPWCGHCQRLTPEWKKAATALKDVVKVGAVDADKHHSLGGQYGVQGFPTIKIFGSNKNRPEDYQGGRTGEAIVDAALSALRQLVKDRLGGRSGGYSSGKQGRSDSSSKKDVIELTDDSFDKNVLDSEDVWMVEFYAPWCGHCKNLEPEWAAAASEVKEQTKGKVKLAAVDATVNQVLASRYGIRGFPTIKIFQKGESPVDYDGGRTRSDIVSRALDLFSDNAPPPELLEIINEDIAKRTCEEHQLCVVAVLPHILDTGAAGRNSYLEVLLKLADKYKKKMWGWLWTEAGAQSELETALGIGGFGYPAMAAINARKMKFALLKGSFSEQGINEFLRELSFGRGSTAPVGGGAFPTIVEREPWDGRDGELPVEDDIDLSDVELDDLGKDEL
DENV2 CPE rescue – protects cells from dengue virus 2 cytopathic effect. DENV2-infected cells, cytopathic effect rescue, plate reader. CPE inhibition, % at 9.99 µM. 350,000 compounds, 1.7% hits; in the data active = CPE inhibition above about 20%, passing the limit was not always enough; inconclusive = no clear call, values can overlap the other calls; tested in BHK-21 cells;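 also: 0% = median of neutral control wells and 100% = median of positive control wells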
CFTR F508del cor – CFTR F508del correction in bronchial cells; AID 720511; CFBE cells, YFP halide quenching; stimulated with forskolin plus potentiator P3; % fluorescence drop versus neutral controls; activity (quench increase), % at 7.58 µM; 350,000 compounds, 0.36% hits;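 active = mean added fluorescence quench of at least 8% versus neutral control, with both replicates also reaching 8%; inconclusive = only one of the mean or replicate conditions met; inactive = mean below 8% and not both replicates reaching 8%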;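 also: cells transiently co-express mutant CFTR-F508del with the halide-sensitive YFP; corrector assay measuring rescue of mutant channel to the surface after 24 h compound exposure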
PAX8 reporter – inhibitors of PAX8 transcriptional activity in RMG-I cells | RMG-I TPO-luciferase reporter, SteadyGlo, 24 h | inhibition, % at 12.6 µM | 360,000 compounds, 1.2% hits;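 active = mean replicate inhibition at least 60% with every replicate also reaching 60%; inconclusive = only one of the two criteria is met; inactive = mean below 60% and not all replicates reaching 60%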;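 also: luciferase light reporting Pax8 driven TPO promoter activity; plate controls were median of neutral control wells for no effect and mitoxantrone controls for full effect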
Xi reactivation – X-chromosome reactivation activator | XiGFP mouse fibroblasts, % GFP-positive cells imaging, 3 d; cells co-treated with 5-aza-dC sensitizer; scaled so ellipticine positive control = 100% | activation, % at 7.58 µM | 360,000 compounds, 0.055% hits;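 active = mean normalized replicate activation at least 10% and every replicate at or above 10%; inconclusive = only one of the two criteria met; inactive = mean below 10% and not all replicates reach 10%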;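 also: 0% = median of on-plate neutral control wells and 100% = ellipticine 6 µM median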
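System: XiGFP fibroblasts, SV40-immortalized. Medium: DMEM plus 5-aza-dC sensitizer. Doses: single point. Timing: 3 d treatment, 15 min room-temperature fixation. Control set: ellipticine 6 µM.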
GSIS activator – primary screen for activators of insulin secretion dependent on glucose, INS-1E cells, GLuc reporter luminescence; INS-1E GLuc reporter insulin secretion, 2-3 h; 370,000 compounds, 0.61% hits; activation, % at 16.6 µM; AID 743287;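 active = lowest replicate activation of at least 40%, so every replicate reaches that level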;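 also: 0% = median of neutral control wells and 100% = median of IBMX positive control wells; some compounds called inactive have numbers as strong as hits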
EWS-Fli inh – EWS/Fli transcriptional activity inhibition; A673 NR0B1-luciferase reporter, viability-normalised; inhibition, % at 12.6 µM; 350,000 compounds, 0.67% hits;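 active = mean inhibition of at least 50% after viability correction, with every replicate also passing that limit; inconclusive = mean reaches 50% but only one of two replicates passes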;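 also: firefly luciferase signal divided by Alamar Blue viability fluorescence both relative to DMSO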
* hit, by the source's call; ? = inconclusive; . = no result given; & = joins results of further samples.

SMILES	ARNT TACC3 PPI	ERp5 block	DENV2 CPE rescue	CFTR F508del cor	PAX8 reporter	Xi reactivation	GSIS activator	EWS-Fli inh
COc1ccccc1CN(C)C[C@H]1OCc2cn(nn2)CCCC(=O)N([C@H](C)CO)C[C@@H]1C	.	.	.	-1.5	-3	-0.2	10	1
COC(=O)C1=C(C)N(Cc2ccc(C(F)(F)F)cc2)C(=NCc2ccc(OC)cc2)NC1c1ccccc1C(F)(F)F (stereo not drawn)	.	-2	1	4.0	?	1.1	-15	26
CN(CC(=O)Nc1ccc(F)c(Cl)c1)S(=O)(=O)c1ccc2c(c1)n(C)c(=O)c(=O)n2C	-2	2	-8	-0.5	-27	0.0	2	.
COc1ccc(NC(=O)CCS(=O)(=O)c2cccc3nonc23)cc1	-7	4	12	-2.0	8	-0.1	16	1
COC(=O)C[C@H]1CC[C@H]2[C@H](COc3ccc(NS(=O)(=O)c4ccccc4F)cc3C(=O)N2C)O1	-10	.	-1	-0.3	-3	0.5	0	6
Cc1cccc(NC(=O)c2cc3cc([N+](=O)[O-])ccc3s2)n1	-4	0	1	1.4	-69	0.5	12	-42
Cc1c(Cl)c([N+](=O)[O-])nn1CCCC(=O)Nc1sc2c(c1C#N)CCC2	6	4	.	-3.2	.	.	-3	9
COc1cccc(/C=N/NC(=O)c2cccc(N3CCCC3=O)c2)c1	-3	3	2	-1.9	-186	0.0	8	-80
CN(c1ccccc1)S(=O)(=O)c1ccc(C(=O)NCCc2ccc(F)cc2)cc1	-3	0	3	-1.9	0	0.0	-16	5
O=c1ccn([C@@H]2O[C@H](CO)[C@@H](O)[C@H]2O)c(=O)[nH]1	-5	?	-1	0.6	-28	0.2	.	4
COc1cccc(-c2cc(=O)c3cc(NC(=O)c4ccc(Cl)cc4)ccc3[nH]2)c1	-18	2	-20	-2.1	4	0.0	.	16
Cc1ccc(Nc2nc3ccccc3nc2-n2nc(C)cc2C)cc1	-9	4	-8	1.1	6	0.0	-4	-14
CCC(=O)N1[C@H](C#N)[C@@H](c2ccccc2-c2cccc(C)c2)[C@H]1CO	.	0	2	3.0	18	0.1	0	-1
Cc1ccccc1C(=O)Nc1ccc(CN2CCOCC2)cc1	-4	2	0	0.2	-39	0.1	-2	-3
C/C(CC1CC(COCC(C)C)OC1=O)=N\NC(N)=S (stereo not drawn)	5	2	91*	0.4	?	0.1	24	-1
CC(C)C#Cc1cnc2c(c1)C(=O)N([C@@H](C)CO)C[C@@H](C)[C@H](CN(C)Cc1cccc(F)c1)O2	-4&-1	0&0&-2	-10&-3&1	-3.4&-1.5&-0.8	8&-13&-11	-0.1&-0.7	-35&-7	10&9&9
Cc1cccc(NC(=O)C2COc3ccccc3O2)n1 (stereo not drawn)	-6	-6	10	1.4	-13	0.1	11	-22
CC(Sc1nncs1)C(=O)Nc1ccc(S(=O)(=O)Nc2ncccn2)cc1 (stereo not drawn)	48*	0	-3	0.2	-2	0.0	9	5
Cc1ccc(S(=O)(=O)Nc2ccc3c(c2)C(=O)N([C@@H](C)CO)C[C@H](C)[C@H](CN(C)C(=O)Nc2c(C)noc2C)OCCCC[C@@H](C)O3)cc1	.	14	4	-0.6	-20	-0.1	12	.
COCCNC(=O)CN1C(=O)/C(=C/c2ccccc2)Oc2ccc(C(C)(C)C)cc21	-4	2	-4	1.9	14	-0.1	-21	3
CCOc1cc(/C=C2\C(=O)ON=C2c2ccccc2)ccc1OC	2	-1	-2	-0.9	-17	-0.1	4	10
COc1cc2c(cc1OC)CN(CC(=O)Nc1ccc(Cl)cc1Cl)CC2	8	1	3	3.1	3	-0.1	-14	11
NS(=O)(=O)c1ccc(CCNC(=O)c2ccc([N+](=O)[O-])cc2[N+](=O)[O-])cc1	2	16	1	-0.6	1	0.0	14	4
CCOC(=O)N1CCN(C(=O)COC(=O)C2CCN(S(=O)(=O)c3c(C)c(C)cc(C)c3C)CC2)CC1	1	5	-1	-0.7	13	0.0	-6	3
Cc1ccc(S(=O)(=O)NCc2ccc(C(=O)NC3CCC(C)CC3)cc2)cc1 (stereo not drawn)	-7	1	3	-2.6	12	0.0	-7	.
CN(CC(=O)Nc1ccccc1Cl)C(=O)COC(=O)CSc1ccc(F)cc1	-1	-2	4	-3.4	-2	0.0	2	-1
Cc1ccc(N2CCN(S(=O)(=O)N(C)C)CC2)cc1C	-2	?	1	2.5	-9	0.1	-11	-1
CCOC(=O)C(=O)Nc1ccc(S(=O)(=O)Nc2nccc(C)n2)cc1	.	5	-16	-1.7	-27	0.2	-11	-14
CO[C@@H]1CN(C)C(=O)c2cc(NC(=O)Nc3cccc(Cl)c3)ccc2OC[C@H](C)N(C)C[C@H]1C	.	.	.	-1.2	.	0.0	-9	-7
COC(=O)c1ccc(CSc2nc3ccccc3c(=O)n2-c2cccc(OC)c2)o1	-3	6	.	0.5	.	.	-1	0
C[C@@H]1CN([C@H](C)CO)C(=O)c2cc(NC(=O)CCCN(C)C)ccc2O[C@@H]1CN(C)Cc1ccc(-c2ccccc2)cc1	-1	-6	1	3.1	-2	-1.1	12	-3
COc1cccc(C(=O)n2ccc(-c3cccs3)n2)c1	-33	10	-8	-2.1	6	0.1	0	-4
Cc1ccccc1CC(=O)Nc1ccc2c(c1)c(=O)n(C)n2-c1ccccc1F	.	-1	12	-0.5	-18	0.2	-3	-8
COc1ccc(C(=O)C(O)C(c2ccc(C)cc2)N2CCOCC2)cc1OC (stereo not drawn)	-7	0	6	0.3	-41	0.1	2	2
NC(N)=N/N=C/c1ccc(OCc2ccccc2)cc1	11	-1	-4	-0.5	.	.	-16	2
CCOc1ccc2[nH]c3ncccc3c(=O)c2c1	-1	-12	30*	5.8	-23	0.1	0	-34
COc1cc(/C=C/C(=O)OCC(=O)NC2CCCCCCC2)ccc1O	2	1	16	0.7	-7	0.0	22	-1
CCC1CCCCN1C(=S)Nc1ccc(C(C)=O)cc1 (stereo not drawn)	-2	.	.	.	-26	1.2	-3	.
CCOc1ccc(CCNC(=O)COC(=O)c2nc3nc(C)cc(C)n3n2)cc1OCC	-3	.	.	.	-1	0.0	45*	.
CC(CCc1ccccc1)NCc1ccc(Cl)cc1Cl (stereo not drawn)	-39	2	4	1.5	4	0.0	5	2
Cn1nnnc1SCC(=O)Nc1nc(-c2ccc(F)c(F)c2)cs1	4	-4	2	3.7	-33	0.1	5	-5
C=CCn1c(SCC(=O)Nc2ccc(N3CCOCC3)cc2)nc2ccccc2c1=O	-4	-4	-2	0.5	-2	0.2	6	.
COc1ccc(OC)c(NC(=O)CCC(=O)N(Cc2ccc(OC)c(OC)c2)c2nccs2)c1	-2	2	-1	-0.7	27	0.0	0	-2
O=C(O)CSc1ccc(Oc2ccc(SCC(=O)O)cc2)cc1	16	1	1	.	-9	0.0	18	0
COc1ccc(C#Cc2cnc3c(c2)C(=O)N([C@H](C)CO)C[C@H](C)[C@H](CN(C)CC2CCCC2)O3)cc1	-3	0	40*	0.3	.	0.0	.	-8
Cc1cc(C)c2c(=O)[nH]c(SCc3ccccc3)nc2n1	-18	-5	-1	0.6	8	0.0	10	2
COc1ccc(CN(C)C[C@H]2Oc3ccc(NC(=O)C4CCCCC4)cc3C(=O)N([C@H](C)CO)C[C@@H]2C)cc1	1	-2	-5	1.4	-1	0.0	-3	-2
CC(=O)N1CCSc2ccc(S(=O)(=O)Nc3cccc(C)c3)cc21	8	6	2	2.8	27	0.0	-10	.
COc1ccc(CCN(C)C(=O)c2cc(S(=O)(=O)N3CCCCC3)ccc2Cl)cc1OC	-2	-5	2	5.0	-6	0.2	17	10
O=C(CSc1nc(O)c(C2CCCCC2)c(=O)[nH]1)Nc1ccccc1Cl	2	-4	-3	2.8	13	0.3	-5	.
CC(C)(C)C(=O)Nc1cc(NC(=O)C(C)(C)C)cc(C(=O)NNC(=O)c2ccncc2)c1	-8	3	13	-1.4	-3	-0.1	6	-7
CCCNC(=O)C[C@H]1CC[C@@H]2[C@H](COC[C@H](O)CN2S(=O)(=O)c2ccccc2F)O1	-2	16	12	0.5	-10	0.1	20	-3
C[C@H](CO)N1C[C@H](C)[C@@H](CN(C)CC2CCCC2)Oc2cc(C#CC3CC3)ccc2S1(=O)=O	3	-1	0	-1.8	.	0.1	0	22
C[C@H](CO)N1C[C@H](C)[C@H](CN(C)C(=O)c2ccncc2)OCCCC[C@H](C)Oc2ccc(NC(=O)C3CCCCC3)cc2C1=O	.	.	.	-4.8	-6	0.1	5	-12
O=C(NC(c1ccc(Cl)cc1)c1cnccn1)C1CCN(Cc2ccccc2)CC1 (stereo not drawn)	.	0	-2	-1.0	-4	3.8	1	-6
C[C@@H]1CN([C@H](C)CO)C(=O)c2cccc(NS(C)(=O)=O)c2O[C@@H]1CN(C)C(=O)NC1CCCCC1	0	5	0	4.1	5	0.1	-1	6
C[C@H](CO)N1C[C@H](C)[C@H](CN(C)C(=O)Nc2cccc(F)c2)Oc2cc(C#CC3(O)CCCC3)ccc2S1(=O)=O	4&-9	2&3&-2	8&-8&-11	1.2&2.2&1.1	-18	0.1&0.0	-13&-17	-3&17&26
CC(OC(=O)c1cc(S(=O)(=O)N2CCOCC2)ccc1F)C(=O)NCC1CCCCC1 (stereo not drawn)	-4	1	-1	-4.9	11	-0.2	-11	1
Cc1ccc(-c2cnc3c(c2)C(=O)N([C@H](C)CO)C[C@H](C)[C@H](CN(C)C(=O)CN(C)C)O3)cc1	3	0	-3	-0.2	-5	0.4	15	-6
CCCc1cc(CNC(=O)C2CCC(=O)N(Cc3ccccc3OC)C2)on1 (stereo not drawn)	1	-1	4	0.3	-7	0.0	-5	.

A second format for some results above:
molecule | ARNT TACC3 PPI | ERp5 block | DENV2 CPE rescue | CFTR F508del cor | PAX8 reporter | Xi reactivation | GSIS activator | EWS-Fli inh
CO[C@@H]1CN(C)C(=O)c2cc(NC(=O)Nc3cccc(Cl)c3)ccc2OC[C@H](C)N(C)C[C@H]1C | . | . | . | -1.2 | . | 0.0 | -9 | -7
COC(=O)c1ccc(CSc2nc3ccccc3c(=O)n2-c2cccc(OC)c2)o1 | -3 | 6 | . | 0.5 | . | . | -1 | 0

More records follow.
SMILES	ARNT TACC3 PPI	ERp5 block	DENV2 CPE rescue	CFTR F508del cor	PAX8 reporter	Xi reactivation	GSIS activator	EWS-Fli inh
COC(=O)[C@H](CCSC)NC(=O)Nc1ccc(S(N)(=O)=O)cc1	0	-5	-13	2.8	-3	0.3	0	-5
CC(=O)c1ccc(NC(=O)/C(=C\c2ccc(F)cc2)NC(=O)c2ccco2)cc1	.	-1	2	1.0	-3	0.0	-11	1
O=C(Nc1cccc(S(=O)(=O)N2CCCC2)c1)c1cc(S(=O)(=O)N2CCOCC2)ccc1F	-1	0	-7	0.5	10	0.3	-12	6
COc1ccc(-c2csc(C(O)c3ccc(F)c(F)c3)n2)cn1 (stereo not drawn)	.	-2	-4	-0.7	10	0.0	-2	-6
COc1ccc(S(=O)(=O)Nc2cccc3c2O[C@@H](CN(C)C(=O)Nc2cccc4ccccc24)[C@H](C)CN([C@@H](C)CO)C3=O)cc1	.	.	-10	-0.3	.	-0.9	-9	10
Cc1ccc(C(=O)NCCCNC(=O)COc2ccc(Cl)c(C)c2)cn1	21	-5	-6	1.1	-10	0.4	-15	-1
CN1OC[C@@H]2CN(C(=O)C(C)(C)C)[C@H](c3ccc(-n4ccnc4)cc3)C[C@@H]21	.	2	-5	-4.0	6	0.0	1	-5
C[C@@H]1CN([C@H](C)CO)C(=O)c2cc(NC(=O)CCCN(C)C)ccc2O[C@H]1CN(C)S(=O)(=O)c1cccs1	4	0	-6	-2.7	.	-0.1	18	-1

High-throughput results as filed in PubChem.
